Screens deposited in PubChem by several laboratories.
CRFBP-R2 agonist: CRF-BP/CRF-R2 complex agonism; HEK293 CRF-R2/CRF-BP, calcium dye fluorescence (FLIPR); percent of saturating CRF peptide response; activation, % at 13.2 µM; 0.46% of 350,000 active; AID 588473;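 active = activation of at least 50%, plus an integration ratio under a set limit after plate pattern correction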;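 note: plate controls were neutral control wells without compound for no effect and CRF at EC100 for full effect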
CHRM4 agonist: CHRM4 agonism in calcium assay; P08173; activation, % at 3 µM; 0.14% of 360,000 active; CHO-K1 hM4/Gqi5, Fluo-8 calcium fluorescence; vehicle 0%, full acetylcholine response 100%;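 active = activation above the run mean over all test wells plus 3 SD, cut at about 32% in these data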;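 note: peak over basal fluorescence ratio per well then scaled between controls; 0% = DMSO wells and 100% = acetylcholine at EC100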
Target sequence (P08173 whole entry, looked up): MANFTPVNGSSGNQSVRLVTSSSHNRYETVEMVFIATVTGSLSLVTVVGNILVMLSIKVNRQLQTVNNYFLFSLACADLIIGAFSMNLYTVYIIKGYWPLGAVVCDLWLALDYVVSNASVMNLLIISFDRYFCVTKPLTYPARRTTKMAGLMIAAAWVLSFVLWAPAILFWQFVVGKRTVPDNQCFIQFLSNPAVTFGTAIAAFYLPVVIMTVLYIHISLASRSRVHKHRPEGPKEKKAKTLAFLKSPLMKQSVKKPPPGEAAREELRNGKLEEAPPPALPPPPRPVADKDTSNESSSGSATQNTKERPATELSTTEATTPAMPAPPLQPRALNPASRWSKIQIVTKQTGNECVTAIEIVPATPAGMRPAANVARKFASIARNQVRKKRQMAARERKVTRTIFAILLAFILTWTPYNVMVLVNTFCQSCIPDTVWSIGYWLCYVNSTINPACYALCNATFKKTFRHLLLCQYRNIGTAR
IDE inh: cellular human IDE inhibition; inhibition, % at 5.59 µM; AID 434962; HEK cells, FAbetaB cleavage, fluorescence polarization; 0.41% of 320,000 active;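 active = percent inhibition above the average of all tested compounds plus 3 SD, set per screening campaign, cut at about 16% in these data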;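 note: IDE supplied by intact live HEK cells; FP after avidin binding of uncleaved biotin substrate so inhibition keeps polarization high; 0% = DMSO wells and 100% = 60 µM reference IDE inhibitor Ii1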
M5 ag: agonists of human muscarinic M5 receptor (CHRM5); P08912; CHO-K1 hM5 cells, Fluo-8 calcium fluorescence; 0% DMSO wells, 100% maximal acetylcholine response; activation, % at 3 µM; 0.19% of 360,000 active; AID 624037;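 active = activation above the run's mean over test compounds plus 3 SD, cut at about 23% in these data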;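 note: signal is peak over basal fluorescence ratio across the kinetic read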
Target sequence (P08912 whole entry, looked up): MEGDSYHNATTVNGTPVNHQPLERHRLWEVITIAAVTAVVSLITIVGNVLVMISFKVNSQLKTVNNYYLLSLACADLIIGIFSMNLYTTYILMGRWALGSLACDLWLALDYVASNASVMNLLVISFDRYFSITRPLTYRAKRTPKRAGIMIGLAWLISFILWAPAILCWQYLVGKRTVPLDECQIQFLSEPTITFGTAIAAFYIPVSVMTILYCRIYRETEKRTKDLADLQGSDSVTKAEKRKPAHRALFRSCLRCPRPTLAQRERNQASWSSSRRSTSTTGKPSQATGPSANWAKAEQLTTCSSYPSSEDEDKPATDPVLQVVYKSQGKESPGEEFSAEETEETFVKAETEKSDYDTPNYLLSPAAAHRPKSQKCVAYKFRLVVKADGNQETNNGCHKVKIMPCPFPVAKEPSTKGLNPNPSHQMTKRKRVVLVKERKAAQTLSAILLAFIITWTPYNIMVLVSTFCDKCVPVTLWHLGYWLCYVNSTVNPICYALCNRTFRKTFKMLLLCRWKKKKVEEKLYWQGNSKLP
CHRM5 antagonist: blocks acetylcholine activation of human M5 receptor. P08912. inhibition, % at 3 µM. 0.59% of 360,000 active. CHO-hM5 cells, Fluo-8 calcium fluorescence, ACh EC80;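 active = inhibition above a per-plate cutoff, the mean of that plate's test compounds plus 3 SD, cut at about 27% in these data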;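 note: 0% = acetylcholine EC80 with DMSO and 100% = DMSO without agonist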
CRFR2-BP antag: CRF-BP/CRF-R2 complex antagonism; HEK293 CRF-R2/CRF-BP, CRF-induced calcium fluorescence; inhibition, % at 11.8 µM; 0.59% of 350,000 active; AID 588475;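 active = inhibition of the ligand-induced calcium signal above about 50% at the single tested concentration, limit read from the data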
M5 PAM: positive allosteric modulators of human muscarinic M5 receptor. CHO-K1 hM5, Fluo-8 calcium, ACh EC20 PAM; 0% = ACh EC20, 100% = ACh EC100. 0.3% of 360,000 active. P08912. activation, % at 3 µM;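 active = activation above the run cutoff, the mean activation of all test compounds plus 3 SD, cut at about 18% in these data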
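System – CHO-K1 hM5 cells · Compound – 3 µM, single dose · Incubation – compound preincubation 140 s before EC20 acetylcholine addition · Technique – Fluo-8 calcium fluorescence · Measure – Max/basal fluorescence ratio as % of EC20–EC100 ACh window · Benchmarks – low control EC20 acetylcholine (0%), high control EC100 acetylcholine (100%) · Replication – singlicate, one well per test compound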
M4 PAM: CHRM4 positive allosteric modulation. P08173. CHO-K1 hM4/Gqi5, Fluo-8 calcium fluorescence, ACh EC20; 0% = ACh EC20, 100% = maximal ACh. activation, % at 3 µM. 0.4% of 360,000 active. AID 624126;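 active = activation above its plate's cutoff, the mean activation of sample wells plus 3 SD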; note: some results filed as inactive read as strong as hits
M4 antag: antagonists of human muscarinic M4 receptor (CHRM4). P08173. CHO-hM4 cells, ACh EC80, Fluo-8 calcium fluorescence. inhibition, % at 3 µM. 0.73% of 360,000 active;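 active = inhibition above its plate's cutoff, the mean inhibition of sample wells plus 3 SD, cut at about 27% in these data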;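 note: 0% = acetylcholine EC80 with DMSO and 100% = DMSO without agonist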
* marks the source's active call; other numbers are inactive results; . = not tested or not shown; & = joins results of further samples. Outcome played no part in choosing rows; overall some 2.9% were active at least once.

Order of results: CRFBP-R2 agonist	M4 PAM	CHRM4 agonist	CRFR2-BP antag	M5 ag	M5 PAM	CHRM5 antagonist	M4 antag	IDE inh
COc1cccc(NC(=O)Cc2ccccc2)c1
  -2.0	11	0	7	-6	4	-3	-11	4
C/C(=N\N=C1/NC(=O)C(C)S1)c1ccc([N+](=O)[O-])cc1 (configuration not stated)
  -2.2	10	0	7	-2	11	-7	-2	10
Cc1ccc(S(=O)(=O)N2CC(O)CC2C(=O)NCc2ccc3c(c2)OCO3)cc1 (configuration not stated)
  2.5	-2	1	-19	-2	1	3	-3	0
CC1=CC(C)(C)NC(=S)N1c1cccc2ccccc12
  -0.4	7	0	-5	-4	-2	-2	-12	-7
COC(=O)c1cn(Cc2ccccc2C)nn1
  1.4	22*	2	-41	-2	7	-8	-7	5
COc1ccc(NC(=O)CSc2cc(C(=O)c3nccn3C)c3ccccc3n2)cc1
  0.9	-6	9	-22	1	-2	7	1	6
CC(C)c1ccc(NC(=O)COC(=O)C2CC3C=CC2C3)cc1 (configuration not stated)
  0.3	6	4	-17	-4	-6	0	-14	-1
Cc1c2cnn(CC(=O)NCCN3CCOCC3)c(=O)c2c(C)n1Cc1ccccc1
  22	-11	17	-43	4	-8	18	17	3
Cc1ccc(S(=O)(=O)NCc2ccc(C(=O)NC3CCC(C)CC3)cc2)cc1 (configuration not stated)
  0.3	-6	1	-8	-8	6	-7	6	-2
Brc1ccc(/C=N/N2CCN(C3c4ccccc4-c4ccccc43)CC2)s1
  3.1	8	1	-17	-1	5	10	-11	-1
Cn1c(=O)oc2cc(S(=O)(=O)N3CCC(C(=O)N4CCN(c5ccccc5)CC4)CC3)ccc21
  0.1	0	2	35	2	-8	0	-3	-3
CCc1nc(SCc2ccccn2)[nH]c(=O)c1C
  -0.4	-4	8	5	-3	-9	13	1	2
COc1cccc(-c2nn(-c3ccccc3)cc2CN2CCCO2)c1
  2.0	-3	3	-15	-2	-7	3	3	7
COC(=O)c1ccc2nc(-c3ccc(C#N)cc3)c(Cc3cccc(Cl)c3)n2c1
  .	-5	3	.	-5	-21	-2	10	.
Cc1ccc(C2=[N+]([O-])C3(CCCCC/C3=N\NC(N)=O)N(O)C2(C)C)o1 (configuration not stated)
  -0.9	5	0	15	3	-2	-5	8	1
CCN1C(=O)c2cccc3c(S(=O)(=O)Nc4ccncc4)ccc1c23
  0.1	-1	1	0	-2	-2	-3	18	2
Cc1csc(SCC(=O)Nc2ncc(Cl)c(C)c2Cl)n1
  0.7	1	0	0	-9	12	-9	-4	-2
COC(=O)C1CCN(c2cc(=O)n(-c3ccc(OC)cc3)c(=O)[nH]2)CC1
  -0.1	7	0	2	10	-8	0	-14	1
Cc1cccc2sc(NC(=O)c3ccc(NS(=O)(=O)c4cccs4)cc3)nc12
  2.5	-5	2	-32	5	0	3	0	-2
CC1CCc2c(sc(NC(=O)c3c([N+](=O)[O-])cnn3C)c2C(N)=O)C1 (configuration not stated)
  -1.3	0	1	1	-1	0	-11	-1	.

Next section, overlapping the part above by six compounds.
Order of results: CRFBP-R2 agonist	M4 PAM	CHRM4 agonist	CRFR2-BP antag	M5 ag	M5 PAM	CHRM5 antagonist	M4 antag	IDE inh
Cc1ccc(C2=[N+]([O-])C3(CCCCC/C3=N\NC(N)=O)N(O)C2(C)C)o1 (configuration not stated)
  -0.9	5	0	15	3	-2	-5	8	1
CCN1C(=O)c2cccc3c(S(=O)(=O)Nc4ccncc4)ccc1c23
  0.1	-1	1	0	-2	-2	-3	18	2
Cc1csc(SCC(=O)Nc2ncc(Cl)c(C)c2Cl)n1
  0.7	1	0	0	-9	12	-9	-4	-2
COC(=O)C1CCN(c2cc(=O)n(-c3ccc(OC)cc3)c(=O)[nH]2)CC1
  -0.1	7	0	2	10	-8	0	-14	1
Cc1cccc2sc(NC(=O)c3ccc(NS(=O)(=O)c4cccs4)cc3)nc12
  2.5	-5	2	-32	5	0	3	0	-2
CC1CCc2c(sc(NC(=O)c3c([N+](=O)[O-])cnn3C)c2C(N)=O)C1 (configuration not stated)
  -1.3	0	1	1	-1	0	-11	-1	.
Cc1cc2c(cc1C)C(c1ccccc1F)CC(=O)N2 (configuration not stated)
  -0.4	6	0	-29	1	9	-4	-13	3
COC(=O)c1sccc1N/N=C/c1cccc(Oc2ccccc2)c1
  -1.4	2	0	12	-1	2	-6	3	3
CCOc1cccc(-c2nn3c(-c4cc(C)[nH]n4)nnc3s2)c1
  1.2	3	2	-22	-6	3	-1	-13	1
O=C(CC1NCCc2ccccc21)Nc1ccccc1 (configuration not stated)
  -1.9	-2	0	6	-4	-2	5	4	-2
CC(=O)C1=CCC(c2ccc(C)o2)N(S(=O)(=O)c2ccc(C)cc2)C1 (configuration not stated)
  .	-6	0	.	-3	-6	8	-18	.
Cc1c(Cl)cccc1NCC(=O)NN=C1CCCC1
  0.0	3	2	-8	-1	5	2	10	5
NC(=O)c1cc(C(=O)c2ccc(Cl)cc2Cl)c[nH]1
  10	4	3	10	-2	3	-7	-8	2
O=S1(=O)C=C(N2CCCCC2)c2ccccc21
  2.6	6	0	-4	0	-2	0	8	4
CCn1c2ccccc2c2cc(NC(C)=O)ccc21
  -3.2	-2	0	7	-4	-3	3	7	8
COc1ccccc1NC(=S)Nc1cccc(F)c1
  -1.3	14	0	7	0	3	-7	7	4
CCOc1ccc(NC(=O)CN(C)C(=O)Cn2cnc3c2c(=O)n(C)c(=O)n3C)cc1OCC
  0.3	10	-1	-3	-1	0	0	-9	-2
Fc1ccc(N2CCN(Cc3cnc(Oc4ccc(Br)cc4)s3)CC2)cc1
  1.1	-4	0	2	-3	0	6	3	5
COCCN(C(=S)Nc1cc(C)ccc1C)C(C)c1cccnc1 (configuration not stated)
  -0.9	8	0	29	-2	9	8	0	-3
CC(C)c1ccc(NS(=O)(=O)c2ccc3c(c2)oc(=O)n3C)cc1
  7.3	-2	8	-38	1	-4	11	2	-2
Cc1cc(=O)n2nc(N3CCCC(C(=O)NCc4ccccc4Br)C3)sc2n1 (configuration not stated)
  -1.6	0	2	-3	-6	-1	-3	1	1
N#Cc1ccsc1NC(=O)CN1C(=O)NC2(CCCCC2)C1=O
  1.6	-3	0	-5	-2	-4	11	2	-2
CCCCc1cc(=O)oc2cc(C)cc(OCC(=O)Nc3ccccn3)c12
  -3.8	13	1	4	-2	11	-5	-2	2
Cc1ccc(-c2cc(C(=O)N3CCCC3)c3ccccc3n2)s1
  0.3	2	5	-16	-2	-7	4	-2	6
CCCCc1c(O)nc(SCC(=O)c2ccccc2)n(-c2ccccc2)c1=O
  -0.3	7	0	-12	-1	9	6	4	0
Cn1c(N)c(C(=O)COC(=O)c2ccccn2)c(=O)n(C)c1=O
  -0.7	2	8	-7	0	-9	12	-1	2
O=C(NCCc1csc(-c2ccccc2)n1)c1ccccc1F
  -3.1	-12	8	8	-4	0	4	2	-1
O=C(NCc1ccco1)/C(=C\c1cccs1)NC(=O)c1ccco1
  -1.2	9	1	2	3	8	-12	1	6
COc1cccc(/C=N/NC(N)=S)c1OS(=O)(=O)c1ccccc1
  -0.2	0	3	0	1	-3	2	6	1
O=C(Nc1c2c(nn1-c1ccc(Cl)cc1)CS(=O)(=O)C2)c1ccccc1
  1.7	-2	0	-12	-2	-3	11	4	-7
O=C(NNc1cccc(Cl)n1)Nc1ccccc1F
  -0.3	3	1	3	-8	7	-3	0	2
COc1ccc(CC(=O)NCc2ccccn2)cc1OC
  5.6	13	1	26	-1	9	-1	-3	1
CC(=O)N1CCN(c2ccccc2NC(=O)COc2ccccc2C)CC1
  1.1	14	5	2	-6	0	8	3	0
O=C(NNC(=S)Nc1cccc(Cl)c1)c1ccccc1
  -0.3	5	4	20	0	-7	4	-3	-3
Cc1n[nH]c(=O)c2c(NC(=O)CSc3nnnn3-c3ccccc3)oc(C)c12
  -0.6	14	1	1	-4	3	-4	-16	3
CCSc1nc(-c2cccs2)nc2ccccc12
  0.2	7	0	-22	3	6	7	-6	-5
Cn1c(=O)oc2cc(S(=O)(=O)NCCC(=O)NC3CCCC3)ccc21
  0.6	3	2	-2	1	3	-1	7	-1
O=C1CN(C(=O)CSc2nncs2)c2ccccc2N1
  -2.0	2	1	-2	1	-1	12	4	3
Fc1ccc(/C=C2\CCCC3=C2Nc2ncnn2C3c2ccc(F)cc2)cc1 (configuration not stated)
  10	-16	16	-27	6	-14	23	28*	7
Cc1nn(C(=O)c2ccco2)c(C)c1Br
  -1.3	11	1	7	0	0	-4	9	3
Cc1ccc(OCC(=O)Nc2c[nH]c(=O)[nH]c2=O)cc1C
  -3.3	12	1	-25	2	6	-14	-8	-5
COc1ccc(CCNC(=O)c2ccc3c(c2)S(=O)(=O)N=C2CCCCCN23)cc1OC
  -1.8	1	0	-1	0	-3	1	3	.
NS(=O)(=O)c1ccc(N2N=C(c3ccccc3)CC2c2cccc(F)c2)cc1 (configuration not stated)
  -1.3	-5	0	4	-2	-6	-1	4	-5
CCOc1ccc(NC(=S)Nc2ccc(F)cc2)cc1
  -0.8	-2	1	23	-3	-4	18	5	-4
CCOC(=O)c1sc(N)c(C#N)c1COC(=O)CNC(=O)c1ccccc1
  1.2	15	5	-8	-1	-3	-7	-7	7
Nn1c(Cc2ccccc2F)nnc1SCC(=O)Nc1cccc(S(=O)(=O)NC2=NCCCCC2)c1
  -0.2	2	1	-16	-5	-3	12	-1	1

Sorted by formula weight (low to high): some entries from above.
Order of results: CRFBP-R2 agonist	M4 PAM	CHRM4 agonist	CRFR2-BP antag	M5 ag	M5 PAM	CHRM5 antagonist	M4 antag	IDE inh
CCSc1nc(-c2cccs2)nc2ccccc12
  0.2	7	0	-22	3	6	7	-6	-5
CC(=O)N1CCN(c2ccccc2NC(=O)COc2ccccc2C)CC1
  1.1	14	5	2	-6	0	8	3	0
CCOC(=O)c1sc(N)c(C#N)c1COC(=O)CNC(=O)c1ccccc1
  1.2	15	5	-8	-1	-3	-7	-7	7

Next part
Order of results: CRFBP-R2 agonist	M4 PAM	CHRM4 agonist	CRFR2-BP antag	M5 ag	M5 PAM	CHRM5 antagonist	M4 antag	IDE inh
O=C(N/N=C/c1cc(Cl)cc(Cl)c1O)c1ccncc1
  109*	-5	6	-86	18	-4	9	3	14
CCOC(=O)c1sc(S(C)=O)c2c1CCc1conc1-2 (configuration not stated)
  1.8	9	0	-9	5	8	-2	-2	4
O=C(CCCOc1ccccc1)Nc1cccnc1
  -1.6	-3	2	7	-4	-2	-4	-6	5
COC(=O)c1cccc(NC(=O)CCc2c(C)noc2C)c1
  -1.1	7	2	-2	4	-2	-1	-5	-2
COc1ccc(OCC(O)CNCCNc2nccc(C(F)(F)F)n2)cc1 (configuration not stated)
  -0.6	-8	3	-5	-3	2	-3	-3	3
Brc1cccc(OCCn2ccnc2)c1
  6.9	-13	13	6	-8	-46	8	3	10
C[C@]12C=CC(=O)C=C1CC[C@@H]1[C@@H]2C(=O)C[C@@]2(C)[C@H]1CC[C@]2(O)C(=O)CO
  -1.7&-0.2	5&1	2&0	13&-20	6&0	1&-8	-1&8	1&-8	-3&-1
COc1ccc(OCc2nc(-c3ccc(F)c(F)c3)cs2)cc1
  1.0	11	1	8	-1	2	14	5	2
